Screens (PubChem)
PLCg1 inh: PLC-gamma1 enzyme inhibitors, primary screen, biochemical, fluorescence, purified enzyme. 1-phosphatidylinositol 4,5-bisphosphate phosphodiesterase gamma-1 (Homo sapiens), P19174. fluorogenic substrate. inhibition, % at 12.2 µM. actives 0.84% (n = 370,000). AID 720700, 2013; in the data active = inhibition above about 9.5%
ARFGAP1 inhibitor: inhibitors of rat ARFGAP1 GAP activity, primary screen, biochemical, fluorescence polarization, GDP tracer; Arfgap1-stimulated ARF1 GTP hydrolysis, GDP FP detection; inhibition, % at 16.5 µM; AID 651572, 2012; actives 0.26% (n = 360,000); ADP-ribosylation factor GTPase-activating protein 1 (Rattus norvegicus), Q62848;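 active = inhibition above a per-plate limit, mean inhibition of low control wells plus 3 SD, cut at about 25% in these data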;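 note: 0% = DMSO wells with enzyme and 100% = wells lacking Arfgap1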
Target sequence (Q62848 1-136 limits assumed): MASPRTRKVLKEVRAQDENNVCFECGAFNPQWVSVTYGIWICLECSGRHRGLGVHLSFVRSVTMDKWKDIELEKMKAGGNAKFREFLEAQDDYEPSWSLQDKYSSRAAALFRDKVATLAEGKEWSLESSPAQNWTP
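Assay system: purified rat His6-Arfgap1 residues 1-136 (GAP domain); Reagent: human Δ17 ARF1 bound to GTP; Dosing: 16.5 µM single point, 1.26% DMSO; Times: GTP hydrolysis reaction 2 h at 25 °C; Signal: FP, GDP Alexa 633 tracer displaced from anti-GDP antibody, 620/688 nm; Measure: % inhibition from polarization.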
PLC-beta3 inh: human PLC-beta3 inhibitors, primary screen, biochemical, fluorescence; 1-phosphatidylinositol 4,5-bisphosphate phosphodiesterase beta-3 (Homo sapiens), Q01970; Purified PLC-beta3, fluorogenic substrate; inhibition, % at 12.2 µM; actives 0.18% (n = 370,000); in the data active = inhibition above about 11%;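 note: 0% = median of compound wells on plate and 100% = full blocker control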
Tn7 DDE FP: inhibitors of Tn7 peptide binding to fibrin DD(E), primary screen, biochemical, fluorescence polarization, human fibrin, Tn7 probe | FP displacement of FITC-Tn7 peptide from fibrin DD(E); 0% = median of compound wells per plate | inhibition, % at 8.3 µM | actives 0.13% (n = 370,000) | Fibrinogen beta chain (Homo sapiens), P02675;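 active = inhibition above the mean of compounds falling within the control limits plus 3 SD of them, cut at about 14% in these data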;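 note: 0% = plate median of compound wells and 100% = 10 µM Aha-Tn7 peptide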
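Also added: labelled Tn7 tracer, 0.1 µM; Assay system: human fibrin DD(E) protein; Amount: 2 µM fibrin DD(E); Schedule: 10 min compound pre-incubation, 3 h probe incubation at room temperature; Repeats: one replicate per compound; Read-out basis: percent inhibition; Measured by: fluorescence polarization of the labelled Tn7 tracer.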
Tn6 DDE FP: inhibitors of Tn6 peptide binding to fibrin DD(E), primary screen, biochemical, fluorescence polarization, human fibrin, Tn6 probe; Fibrinogen beta chain (Homo sapiens), P02675; Fibrin DD(E) TRITC-Tn6 fluorescence polarization displacement; inhibition, % at 8.3 µM; actives 0.21% (n = 370,000); AID 720509, 2013;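 active = inhibition above a per-campaign cutoff: mean of compounds within control limits plus 3 SD, cut at about 15% in these data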;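 note: 0% = median of all compound wells on the plate and 100% = blocking peptide control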
SIAE primary: human SIAE inhibitors, primary screen, biochemical, fluorescence polarization, FP-Rh probe, 1536-well HTS | AID 1053197, 2014 | SIAE FP-Rh probe binding | Sialate O-acetylesterase (Homo sapiens), Q9HAT2 | inhibition, % at 9.66 µM | actives 0.69% (n = 370,000);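 active = inhibition above a cutoff: mean of compounds within the control limits plus 3 SD of those, cut at about 17% in these data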;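 note: 0% = plate median of compound wells and 100% = probe without SIAE protein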
Target sequence (Q9HAT2 whole entry, looked up): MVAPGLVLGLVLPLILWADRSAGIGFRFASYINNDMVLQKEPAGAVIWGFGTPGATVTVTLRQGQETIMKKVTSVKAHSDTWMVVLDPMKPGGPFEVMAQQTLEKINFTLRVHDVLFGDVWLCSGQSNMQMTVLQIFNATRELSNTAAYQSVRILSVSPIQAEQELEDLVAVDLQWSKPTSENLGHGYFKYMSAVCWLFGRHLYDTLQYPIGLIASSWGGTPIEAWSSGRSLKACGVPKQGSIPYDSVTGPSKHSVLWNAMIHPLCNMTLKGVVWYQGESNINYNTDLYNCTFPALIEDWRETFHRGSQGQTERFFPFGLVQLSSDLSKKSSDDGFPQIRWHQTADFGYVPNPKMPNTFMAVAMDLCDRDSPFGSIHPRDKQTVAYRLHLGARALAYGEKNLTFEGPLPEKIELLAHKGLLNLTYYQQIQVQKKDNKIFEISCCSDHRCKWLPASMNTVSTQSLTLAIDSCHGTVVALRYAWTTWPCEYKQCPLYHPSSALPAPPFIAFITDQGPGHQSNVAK
TDP2 inh: human TDP2 enzyme inhibitors, primary screen, biochemical, epi absorbance, recombinant enzyme. T5PNP hydrolysis, p-nitrophenol absorbance 415 nm. Tyrosyl-DNA phosphodiesterase 2 (Homo sapiens), O95551. inhibition, % at 12.8 µM. actives 0.34% (n = 370,000);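 active = inhibition above the mean of all tested compounds plus 3 SD, set per campaign, cut at about 25% in these data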;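 note: 0% = DMSO with enzyme and 100% = buffer with substrate but no TDP2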
Target sequence (O95551 whole entry, looked up): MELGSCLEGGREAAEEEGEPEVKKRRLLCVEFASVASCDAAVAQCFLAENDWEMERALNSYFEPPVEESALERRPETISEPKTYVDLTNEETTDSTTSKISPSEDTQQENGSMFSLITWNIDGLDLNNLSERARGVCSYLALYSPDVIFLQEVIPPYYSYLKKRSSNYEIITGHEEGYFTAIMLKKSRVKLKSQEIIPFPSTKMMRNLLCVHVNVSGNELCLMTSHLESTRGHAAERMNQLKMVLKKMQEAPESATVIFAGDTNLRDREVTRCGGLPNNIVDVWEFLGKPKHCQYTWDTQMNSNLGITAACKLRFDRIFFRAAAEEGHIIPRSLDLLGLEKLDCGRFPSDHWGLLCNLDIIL
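System – recombinant human TDP2 · Quantity – TDP2 enzyme at 120 nM final · Doses – single concentration, 12.8 µM nominal, with 1% DMSO · Incubation – 2 h at 37 °C · Measured by – epi absorbance of p-nitrophenol freed from T5PNP by hydrolysis · Read-out – % inhibition relative to enzyme-containing and enzyme-free wells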
ASAP1 inh: inhibitors of human ASAP1 ArfGAP activity, primary screen, biochemical, fluorescence polarization | Arf-GAP with SH3 domain, ANK repeat and PH domain-containing protein 1 (Homo sapiens), … | ASAP1-stimulated ARF1 GTP hydrolysis, GDP FP detection | inhibition, % at 16.5 µM | actives 0.19% (n = 360,000) | AID 624377, 2012; in the data active = inhibition above about 25%;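 note: 0% = vehicle with enzyme and substrate and 100% = no enzyme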
ADAM10 inh: human ADAM10 inhibitors, primary screen, biochemical, QFRET, HTS. Disintegrin and metalloproteinase domain-containing protein 10 (Homo sapiens), O14672. recombinant ADAM10, EDANS/DABCYL FRET peptide cleavage, 3 h. inhibition, % at 7 µM. actives 0.62% (n = 370,000);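 active = inhibition above a per-campaign cutoff equal to the mean of compounds falling between control-based bounds plus 3 SD, cut at about 20% in these data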;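 note: 0% = DMSO wells while the 100% control is not disclosed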
ADAM17 inh: ADAM17 inhibitors, primary screen, biochemical, QFRET; actives 0.83% (n = 370,000); recombinant ADAM17, EDANS/DABCYL FRET peptide cleavage; inhibition, % at 6.95 µM;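 active = inhibition above the mean of compounds lying between control limits plus 3 SD, set per campaign, cut at about 8.5% in these data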;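 note: 0% = DMSO-only wells as the low control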
* marks the source's active call; other numbers are inactive results; x = no result given.

Below each SMILES: ADAM10 inh, ARFGAP1 inhibitor, ASAP1 inh, TDP2 inh, Tn7 DDE FP, ADAM17 inh, PLC-beta3 inh, SIAE primary, PLCg1 inh, Tn6 DDE FP
1: O=S(=O)(c1ccccc1)N1CCN=C1SCc1cccc(Cl)c1
 : 15, -8, -2, -5, -14, 9.3*, 3, -2, 6, 7
2: Nc1ccn([C@@H]2O[C@H](CNCC3=CCOc4ccc(O)cc43)[C@@H](O)[C@H]2O)c(=O)n1
 : -7, -3, -13, -3, -6, -4, -1, 4, -4, 5
3: COc1cc(Cl)c(C)cc1NC(=O)COC(=O)/C=C/c1c(C)nn(C2CCS(=O)(=O)C2)c1Cl (stereo not drawn)
 : -10, 8, -4, 3, 7, -4, 2, -6, 3, -8
4: COc1ccc(-n2c(C)cc(/C=C3/SC(=O)N(CC(=O)N4CCOCC4)C3=O)c2C)cc1
 : -3, 1, -2, -5, -6, 0, 2, 4, 3, 3
5: COc1ccc(/C=N/NS(=O)(=O)c2ccc(C)cc2)cc1OC(=O)c1ccc(C)cc1
 : 12, 4, 10, -12, -3, 6, 2, -114, 4, 2
6: CCCc1cc(C(=O)OCC(=O)N(CCC)c2c(N)n(Cc3ccccc3)c(=O)[nH]c2=O)sc1C
 : -3, 5, -4, 4, -13, -1, -3, -2, 1, 1
7: O=C(NNS(=O)(=O)c1ccc(F)cc1)c1ccc2c(c1)OCO2
 : -5, 7, 9, -2, -2, 2, -4, -6, -1, 0
8: Cc1cc(C)nc(N2CCC(C(=O)NC3CCCCCC3)CC2)n1
 : 1, 5, 8, 1, -3, -2, 5, 3, 2, -4
9: COc1c2c(c3c(c1OC)c(=O)c1ccccc1n3C)OCO2
 : -39, -5, 2, 15, -1, -16, -79, 6, -54, 0
10: CCCN(CC(=O)Nc1ccccc1OC)CC(=O)c1c(N)n(Cc2ccccc2)c(=O)n(C)c1=O
 : -4, 11, -2, 8, 7, -8, -7, 4, -3, 6
11: COc1cc(-c2cc(NC=O)c3ncc(-c4ccc(C(C)=O)cc4)n3c2)cc(OC)c1OC
 : -56, 12, 13, 6, 9, -12, -155, -11, -113, -9
12: COc1cc2cc(C(=O)N[C@@H](Cc3ccccc3)C(=O)O)n(C)c2c(OC)c1OC
 : -27, 3, -5, 0, -1, -17, -40, 4, -25, -4
13: COc1ccc(NC(=O)CN(C)C(C)C(=O)N2CCCCC2)cc1 (stereo not drawn)
 : -6, 1, -14, -7, 5, 3, 0, 1, 4, 6
14: Cc1ccc(-n2c(SCC(=O)c3ccc(F)cc3)nnc2-c2cnccn2)cc1
 : 1, x, x, -3, 7, 1, -2, -8, -4, -1
15: COc1cccc(NC(=S)Nc2ccc(O)cc2)c1
 : 7, 16, 9, -7, -2, -3, -10, 17*, -4, 7
16: O=c1oc2ccc(C#CC3(O)CCCCC3)cc2cc1-n1cc(C2(O)CCCCC2)nn1
 : -9, 2, -2, -4, -3, -3, -10, -8, -3, -1
17: S=c1nc[nH]c2c1[nH]c1ccc(Cl)cc12
 : -19, 6, 0, -19, 6, -7, -17, -3, -7, 7
18: COC(=O)c1cccc(CN2C(=O)C(C)Sc3cc(Cl)ccc32)c1 (stereo not drawn)
 : 0, -6, 9, -8, 2, -1, -2, -1, 0, 3
19: CN(Cc1cnn(-c2ccc(F)cc2)c1)C(=O)[C@H]1O[C@@H](n2ccc(N)nc2=O)[C@H](O)[C@@H]1O
 : -8, 10, -6, 7, 0, -4, 3, -4, -1, -6
20: Cc1ccc(S(=O)(=O)NNC(=S)NC(C)(C)C)cc1
 : -2, -2, 6, 0, 2, -1, -8, -3, -1, -1

In another format: entries from further up
18	COC(=O)c1cccc(CN2C(=O)C(C)Sc3cc(Cl)ccc32)c1 (stereo not drawn)
  ADAM10 inh: 0; ARFGAP1 inhibitor: -6; ASAP1 inh: 9; TDP2 inh: -8; Tn7 DDE FP: 2; ADAM17 inh: -1; PLC-beta3 inh: -2; SIAE primary: -1; PLCg1 inh: 0; Tn6 DDE FP: 3

19	CN(Cc1cnn(-c2ccc(F)cc2)c1)C(=O)[C@H]1O[C@@H](n2ccc(N)nc2=O)[C@H](O)[C@@H]1O
  ADAM10 inh: -8; ARFGAP1 inhibitor: 10; ASAP1 inh: -6; TDP2 inh: 7; Tn7 DDE FP: 0; ADAM17 inh: -4; PLC-beta3 inh: 3; SIAE primary: -4; PLCg1 inh: -1; Tn6 DDE FP: -6

(continued)
Below each SMILES: ADAM10 inh, ARFGAP1 inhibitor, ASAP1 inh, TDP2 inh, Tn7 DDE FP, ADAM17 inh, PLC-beta3 inh, SIAE primary, PLCg1 inh, Tn6 DDE FP
21: COc1cc(/C=C2\CCCc3c2nc2ccccc2c3C(=O)O)cc(Cl)c1O
 : -9, 7, -1, 0, -1, -2, -27, 6, -18, 3
22: CCCS(=O)(=O)c1ccc(COC(=O)Cc2ccc([N+](=O)[O-])cc2)cc1
 : 0, -7, -7, -9, 4, 3, 5, -4, 1, 4
23: COc1ccc(C)cc1Nc1n[n+](-c2ccccc2)c(-c2cc(OC)c(OC)cc2Br)s1
 : -1, 13, -9, -4, 3, 0, 2, 4, -1, -1
24: O=C1C2CCCN2C(=O)N1CCCN1CCN(c2cccc(Br)c2)CC1 (stereo not drawn)
 : -5, -9, -3, 8, -4, -3, -3, 1, -2, 2
25: CCN1CCN(CC(=O)Nc2cc(C(F)(F)F)ccc2OCCOC)CC1
 : -13, 9, 7, 15, 1, -4, -5, 1, 6, -6
26: CC(Sc1nnc(N)s1)C(=O)Nc1ccc2c(c1)OCCO2 (stereo not drawn)
 : -9, -4, -10, 12, -4, 2, -4, -3, -2, -2
27: Cc1ccc(C2CCN(C(=O)Nc3ccccc3)C2)cc1 (stereo not drawn)
 : -3, 3, 6, -9, 2, -3, 1, 0, 5, -4
28: OCCSc1nc(-c2ccccc2)nc2c1CCC2
 : 8, 2, 6, 2, -1, 1, 4, 0, 0, 10
29: CCN(CC)C(=O)C1CCCN(c2ccc([N+](=O)[O-])cc2/C=N/NC(=O)c2cccc(Br)c2)C1 (stereo not drawn)
 : 4, 7, 8, -7, -5, 3, 0, -13, 0, -3
30: O=C(COC(=O)C1CCCCC1)Nc1ccc(S(=O)(=O)N2CCOCC2)cc1
 : 4, -2, -4, 4, 1, 1, -4, -2, -4, 9
31: COC(=O)c1c(C(=O)OC)c2ccccn2c1C(=O)c1ccccc1
 : 6, 7, -2, -7, -5, -1, -23, 1, -13, -2
32: O=C(NNC(=O)c1ccc(-c2ccccc2)cc1)Nc1ccc(F)cc1F
 : 8, 2, -4, -2, 0, -2, -7, -10, 1, -3
33: O=C(COc1ccc(S(=O)(=O)NC2CCCCC2)cc1Cl)NCc1ccc2c(c1)OCO2
 : 6, 4, 10, 7, -2, 4, 0, -11, 1, 1
34: Cc1ccc(S(=O)(=O)N2CCCCC2)cc1NC(=O)[C@@H]1CCCN1C(=O)c1cccs1
 : -3, 11, 14, -6, -8, 1, -1, -8, 4, -6
35: CCN(C(=O)COC(=O)CCS(=O)(=O)c1ccc(C)cc1)C1CCS(=O)(=O)C1 (stereo not drawn)
 : -12, 4, -8, -8, -3, -2, -4, -6, -1, -2
36: Nc1ncc(Br)cc1S(=O)(=O)NCCC(=O)NCc1ccc(F)cc1
 : -31, 1, -8, 11, -5, -12, -10, -2, -2, -8
37: N#CCSc1nnc(CNc2ccc(F)cc2)o1
 : 12, 1, 13, -6, -12, 4, -1, 1, 6, -9
38: O=C(N[C@H](Cc1ccccc1)C(=O)NCc1cccc2ccccc12)[C@H]1O[C@@H](n2ccc(=O)[nH]c2=O)[C@H](O)[C@@H]1O
 : -5, -8, 2, 4, 8, -1, 0, -7, 1, 6
39: COc1ccc(-n2nnnc2Sc2ccc(S(=O)(=O)N3CCOCC3)cn2)cc1
 : 4, -10, 14, 3, 0, -3, 0, 1, -1, 1
40: COC(CNC(=O)c1cc(C)nn1-c1ccccc1)OC
 : -8, 3, -11, 2, 1, -3, 0, 5, -1, 7
41: NC(=O)C1CCN(c2cc(Cl)ccc2[N+](=O)[O-])CC1
 : 2, -4, -12, 8, 1, -2, -5, 0, 6, -3
42: CN(C)c1ccc(N=Nc2ccccc2C(=O)OCC(=O)N2CCCCCC2)cc1
 : 18, -11, 6, -11, -1, 13*, 5, 3, 2, 6
43: COc1ccc(CN(C(=O)c2ccc(CN3CCOCC3)o2)C(C(=O)NCC2CCCO2)c2ccc(F)cc2)cc1 (stereo not drawn)
 : -5, -4, 5, -1, -6, -4, -7, 5, 0, -5
44: O=S(=O)(c1cnc(Cl)c(Br)c1)N1CCc2ccccc21
 : 2, -6, 3, 6, 12, -4, -7, -3, 0, 4
45: COc1cc(NC(=O)c2cccc([N+](=O)[O-])c2)ccc1NC(=O)c1ccco1
 : -4, -2, -5, 8, 5, -4, 1, 5, 2, 2
46: CCC(C(=O)O)N1C(=O)/C(=C/c2cccn2C)SC1=S (stereo not drawn)
 : 19, 8, -8, -18, -20, 8.8*, -10, 1, 3, 4
47: COc1cc(NC(=O)c2ccccc2)ccc1NC(=O)Cc1ccccc1
 : -4, -6, 15, 10, 2, 1, -2, 2, 1, -4
48: CC(C)CC(N)c1csc(NC(=O)Nc2ccccc2C(C)(C)C)n1 (stereo not drawn)
 : -11, -4, -1, 0, 0, -5, -1, 3, 2, 0
